MsrA inhibitor – bovine MsrA inhibition | 0.75% of 360,000 active | inhibition, % at 15.5 µM | AID 651718 | purified bovine MsrA, absorbance read-out; in the data active = inhibition above about 4.5%;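 note: 0% = vehicle wells with enzyme and 100% = reference inhibitor wells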
FAS-TE inh – blocks the thioesterase domain of human fatty acid synthase. inhibition, % at 15 µM. AID 602261. 0.67% of 360,000 active. P49327. recombinant FAS-TE, OMFH fluorogenic substrate, fluorescence endpoint;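 active = compounds whose normalised, plate-corrected inhibition of enzyme fluorescence in the single-dose primary screen is 50% or more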;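 note: 0% = DMSO with enzyme and 100% = substrate without enzyme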
SKN-1 inh – C. elegans SKN-1 inhibition | C. elegans VP596 Pgst-4::GFP/RFP ratio, acrylamide-induced, 24 h | AID 624304 | inhibition, % at 21.8 µM | 0.49% of 360,000 active;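 active = interference check ratio from 0.5 to 1.5 plus GFP to RFP signal ratio inhibition reaching or exceeding a fixed threshold, cut at about 30% in these data, passing the limit was not always enough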; note: some compounds called inactive have numbers as strong as hits
NRP1-CendR mod – modulators of CendR peptide binding to human neuropilin-1. FAM-RPARPAR peptide binding to NRP-1, fluorescence polarization. inhibition, % at 25 µM. 0.85% of 360,000 active;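 active = inhibition or corrected inhibition above about 18%, plus a signal ratio from 0.5 to 1.5, limit read from the data, passing the limit was not always enough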; note: strong numbers were not always called active
Target sequence (O14786 whole entry, looked up): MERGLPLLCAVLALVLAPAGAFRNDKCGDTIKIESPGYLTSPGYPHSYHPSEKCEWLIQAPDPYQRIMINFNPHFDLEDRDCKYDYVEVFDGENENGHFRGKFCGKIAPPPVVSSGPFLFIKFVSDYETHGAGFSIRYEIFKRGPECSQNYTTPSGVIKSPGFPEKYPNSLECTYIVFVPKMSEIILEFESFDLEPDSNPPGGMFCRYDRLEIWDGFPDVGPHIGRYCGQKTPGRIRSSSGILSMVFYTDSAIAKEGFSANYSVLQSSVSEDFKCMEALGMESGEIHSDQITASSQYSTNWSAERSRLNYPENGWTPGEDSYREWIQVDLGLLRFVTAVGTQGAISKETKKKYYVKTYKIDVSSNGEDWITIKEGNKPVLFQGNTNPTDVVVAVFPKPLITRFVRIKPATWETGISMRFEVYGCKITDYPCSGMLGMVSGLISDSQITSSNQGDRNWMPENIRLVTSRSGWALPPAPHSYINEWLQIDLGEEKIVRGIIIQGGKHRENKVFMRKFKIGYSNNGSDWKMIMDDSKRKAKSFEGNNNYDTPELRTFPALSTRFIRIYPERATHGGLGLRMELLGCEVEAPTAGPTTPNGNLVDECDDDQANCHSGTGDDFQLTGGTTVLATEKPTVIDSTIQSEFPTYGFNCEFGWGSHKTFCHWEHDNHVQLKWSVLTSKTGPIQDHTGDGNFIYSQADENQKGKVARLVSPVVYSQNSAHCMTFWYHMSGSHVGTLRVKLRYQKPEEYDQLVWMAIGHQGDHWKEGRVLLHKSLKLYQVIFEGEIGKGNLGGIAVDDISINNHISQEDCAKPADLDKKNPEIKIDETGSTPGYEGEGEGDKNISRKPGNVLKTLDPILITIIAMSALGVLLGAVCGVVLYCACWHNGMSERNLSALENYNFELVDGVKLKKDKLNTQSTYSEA
Rin1-Abl PPI inh – blocks binding of human Rin1 to Abl | 0.4% of 360,000 active | TR-FRET Rin1/Abl binding, biochemical | P00519+Q13671 | inhibition, % at 7.35 µM; in the data active = inhibition above about 5%, passing the limit was not always enough
MT1-MMP act inh – inhibitors of human MT1-MMP activation | HT1080 RFP-PRO-GFP cells, GFP/RFP ratio fluorescence, overnight; percent of plate control window, DMSO zero | GFP/RFP ratio change, % at 20 µM | 0.061% of 360,000 active;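 active = GFP/RFP ratio change of at least 30% with cell ATP level not reduced by more than half and red fluorescence within 50% of control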; note: strong numbers were not always called active
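Material: RFP-PRO-GFP reporter HT1080 cells. Dosing: single-point 20 µM compound, 1% DMSO. Controls: DMSO and RFP-L50D-GFP cell wells. Timing: cells overnight before dosing, compound overnight, 37 °C, 5% CO2. Measure: GFP/RFP fluorescence ratio.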
eLon inh – E. coli protease La inhibition | 0.42% of 360,000 active | P0A9M0 | purified E. coli Lon protease, fluorescence polarization | inhibition, % at 7.94 µM; in the data active = inhibition above about 13%, passing the limit was not always enough;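 note: 0% = enzyme with probe and DMSO and 100% = no enzyme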
Neddyl block – blocks human cullin neddylation. P61081+Q13564. TR-FRET cullin neddylation, biochemical. calls only at 25 µM. 0.58% of 360,000 active; in the data active = inhibition above about 36%
bovine MsrA act – activators of bovine methionine sulfoxide reductase A. 0.3% of 360,000 active. activation, % at 10.6 µM. purified bovine MsrA, absorbance read-out; in the data active = activation above about 7.5%;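 note: 0% = vehicle and 100% = reference activator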
* = called active by the depositor; i = inactive; . = not tested or not shown. No enrichment for hits; overall some 4.2% were active at least once.

SMILES | MsrA inhibitor | FAS-TE inh | SKN-1 inh | NRP1-CendR mod | Rin1-Abl PPI inh | MT1-MMP act inh | eLon inh | Neddyl block | bovine MsrA act
Clc1cccc(-c2nc3nc4ccccc4nc3n2Cc2ccccc2)c1 | 1.0 | 19 | 0 | 4 | 0 | 0 | 0 | i | -5
O=C(/C=C/c1cccc([N+](=O)[O-])c1)NCc1ccc2c(c1)OCO2 | 0.1 | 68* | 0 | -3 | -4 | 1 | 8 | i | -2
CCOP(=O)(OCC)C(NC(=O)/C=C/c1ccc(OC)cc1)c1ccccc1 (configuration not stated) | 0.7 | -5 | 4 | 9 | 3 | 0 | -1 | i | -7
N#CC1(NC(=O)COC(=O)c2ncc(Cl)c(Cl)c2Cl)CCCCC1 | -0.3 | 0 | -2 | 0 | 1 | 2 | -9 | i | -5
Cc1nc2ccccc2nc1OCC(=O)Nc1cc(C(F)(F)F)ccc1N1CCOCC1 | 0.9 | 2 | -12 | -18 | 1 | 1 | -3 | i | -1
O=C1Nc2cc(C(=O)NCCCN3CCCC3)ccc2S/C1=C/c1cccc(Cl)c1 | -1.2 | -4 | 21 | -2 | -1 | 7 | 3 | i | 0
COC(=O)CNC(c1ccccc1)c1cc(Br)ccc1NC(=O)CCN1CCOCC1 (configuration not stated) | 0.2 | -1 | 3 | -1 | 1 | 2 | 12 | i | -3
O=[N+]([O-])c1cc2ccccc2c(O)c1O | 1.7 | -2 | 9 | 23 | 1 | 3 | -2 | i | 2
COc1ccc(S(=O)(=O)N2CCC(C(=O)Nc3cccc(C(C)=O)c3)CC2)cc1C | 0.3 | 9 | 15 | 4 | 0 | 1 | 3 | i | 0
COc1ccc(-c2csc(N(Cc3ccccc3)C(=O)COc3ccc(Cl)cc3)n2)cc1 | 0.9 | -1 | 6 | 2 | -2 | 2 | -4 | i | 0
COc1ccc(C(F)(F)F)cc1N/C=C/c1nnnn1-c1ccc(C)cc1 | 0.6 | 40 | -12 | 5 | -1 | -2 | -17 | i | -1
Cc1ccc(C)c(CN2CCSCC2)c1 | -0.1 | -5 | -5 | 14 | -2 | -1 | 0 | i | 0
COc1ccccc1CNCC(=O)Nc1cc(S(=O)(=O)N2CCOCC2)ccc1Cl | 0.2 | 7 | -4 | 1 | -1 | 2 | 3 | i | -5
CCOc1ccc(N(CC(=O)NCCC2=CCCCC2)S(=O)(=O)c2ccccc2)cc1 | 0.3 | 19 | -4 | -1 | 2 | -7 | 0 | i | -5
COC(=O)C(NC(=O)c1ccco1)(Nc1nc(C)cs1)C(F)(F)F (configuration not stated) | 0.1 | -2 | 18 | 0 | -2 | 1 | -6 | i | -5
CN(Cc1ccccc1)Cc1nc2c(c(=O)n(C)c(=O)n2C)n1CCc1ccccc1 | -1.5 | 12 | 10 | -8 | 0 | 8 | 3 | i | 1
O=S(=O)(c1ccccc1)N1CCN(c2ncnc3sc(-c4ccccc4)cc23)CC1 | -1.6 | 23 | -11 | -1 | 2 | -1 | 7 | i | -2
COCc1cc(C)nc(Sc2nc3c(c(=O)n(C)c(=O)n3C)n2C)c1C#N | 0.5 | -8 | 14 | -26 | -3 | -9 | -33 | i | -3
CC1(C)Cc2nc(-c3ccccc3)nc(SCC(=O)N3CCOCC3)c2CO1 | 0.1 | -6 | -19 | 8 | 2 | 5 | 8 | i | -2
COc1ccc(Cc2nc3ccc(C(=O)N4CCCCC4CO)cc3o2)cc1OC (configuration not stated) | -0.1 | -4 | -13 | -27 | -3 | -6 | 5 | i | -1
COc1ccc(Cl)cc1-c1n[nH]c(=S)n1C | 0.4 | -7 | 7 | 9 | 0 | 2 | -3 | i | -1
COC(=O)c1ccc(S(=O)(=O)N2CCCC2)o1 | -1.3 | -8 | 19 | 13 | 0 | -5 | 12 | i | -2
c1ccc(COc2cccc(CN3CCc4ccccc4C3)c2)cc1 | -0.9 | 2 | 7 | 11 | 3 | -6 | -8 | i | -2
CCCCNC(=O)c1ccc(/C=C2\Oc3ccccc3N(C)C2=O)cc1 | -0.8 | 6 | -5 | 10 | -3 | 2 | 3 | . | -7
O=C(Nc1nccs1)c1cccc(S(=O)(=O)N2CCOCC2)c1 | 0.6 | -2 | 0 | -26 | -2 | 3 | 1 | i | -4
COc1ccc2cc(C(=O)N3CCN(c4ccccc4F)CC3)[nH]c2c1 | 0.5 | 3 | 11 | 4 | -6 | 4 | -9 | i | 0
O=C(NC1CCCN(Cc2ccc(Cl)cc2)C1)c1ccccc1-c1ncc[nH]1 (configuration not stated) | -0.7 | -8 | 5 | -7 | 4 | 2 | -21 | i | -3
Cc1cc(=O)[nH]c(SCC(=O)Nc2ccc3c(c2)OCCO3)n1 | 0.5 | -7 | -5 | 4 | 3 | 1 | -4 | i | -9
COC(=O)c1ccccc1NC(=O)c1cc(C)no1 | 0.1 | 1 | 11 | 7 | 2 | -3 | 2 | . | -4
Cc1ccc([C@H]2N[C@]3(CCCN(Cc4cccn4C)C3=O)[C@H]3C(=O)N(Cc4ccccc4)C(=O)[C@@H]23)cc1 | -0.2 | -1 | 12 | -11 | -2 | 5 | -2 | i | -3

Exported in markdown: 6 of the compounds above
| canonical_smiles | MsrA inhibitor | FAS-TE inh | SKN-1 inh | NRP1-CendR mod | Rin1-Abl PPI inh | MT1-MMP act inh | eLon inh | Neddyl block | bovine MsrA act |
| --- | --- | --- | --- | --- | --- | --- | --- | --- | --- |
| COCc1cc(C)nc(Sc2nc3c(c(=O)n(C)c(=O)n3C)n2C)c1C#N | 0.5 | -8 | 14 | -26 | -3 | -9 | -33 | i | -3 |
| CC1(C)Cc2nc(-c3ccccc3)nc(SCC(=O)N3CCOCC3)c2CO1 | 0.1 | -6 | -19 | 8 | 2 | 5 | 8 | i | -2 |
| COc1ccc(Cc2nc3ccc(C(=O)N4CCCCC4CO)cc3o2)cc1OC (configuration not stated) | -0.1 | -4 | -13 | -27 | -3 | -6 | 5 | i | -1 |
| COc1ccc(Cl)cc1-c1n[nH]c(=S)n1C | 0.4 | -7 | 7 | 9 | 0 | 2 | -3 | i | -1 |
| COC(=O)c1ccc(S(=O)(=O)N2CCCC2)o1 | -1.3 | -8 | 19 | 13 | 0 | -5 | 12 | i | -2 |
| c1ccc(COc2cccc(CN3CCc4ccccc4C3)c2)cc1 | -0.9 | 2 | 7 | 11 | 3 | -6 | -8 | i | -2 |

(further entries)
SMILES | MsrA inhibitor | FAS-TE inh | SKN-1 inh | NRP1-CendR mod | Rin1-Abl PPI inh | MT1-MMP act inh | eLon inh | Neddyl block | bovine MsrA act
Cc1cc(C(=O)NNC2CC(=O)N(c3ccc4ccccc4c3)C2=O)c(C)o1 (configuration not stated) | 0.6 | 10 | 5 | 4 | -1 | 1 | 11 | i | -9
CCOC(=O)N/N=C(C)/C=C/c1ccccc1 | -0.2 | -11 | 13 | 0 | 2 | 0 | -2 | i | 3
COc1ccc(C(=O)NCCc2ccccn2)cc1S(=O)(=O)Nc1ccc(Br)cc1 | -0.2 | -2 | -16 | 19 | 4 | 0 | -3 | i | 2
Cc1nc(NC(=O)CSc2nnc(-c3ccncc3)n2C)sc1C | -0.6 | -1 | -12 | 2 | 0 | -3 | 5 | i | -9
Cc1cc2c(cc1S(=O)(=O)N1CCCCC1)OCC(=O)N2 | 0.1 | -2 | 2 | 6 | -1 | 1 | -13 | i | -3
Cc1cccc(N2CCN(C(=O)NC(C)c3ccc(F)c(F)c3)CC2)c1C (configuration not stated) | 0.3 | 40 | -1 | 10 | 0 | -1 | -2 | i | 0
CCN(C(=O)CSc1nnc(-c2ccc(OC)cc2)n1N)c1c(N)n(Cc2ccccc2)c(=O)[nH]c1=O | 0.6 | -6 | 16 | 11 | 3 | -2 | -4 | i | -3
CCOC(=O)c1cc2ccccc2n1C1CCN(CCc2ccccc2)CC1 | -1.1 | 15 | -2 | 0 | . | 0 | -2 | i | 0
O=C(CSc1nc2ccsc2c(=O)n1Cc1ccccc1)NCc1ccco1 | -1.4 | 4 | -1 | 7 | 3 | -2 | -4 | i | -3
O=S(=O)(c1cc(Cl)ccc1Cl)N1CCN2CCCC2C1 (configuration not stated) | 0.2 | 1 | 19 | -4 | -1 | -3 | -7 | i | -3
Cc1cccc(NC(=O)CN2C(=O)S/C(=C\C(=O)Nc3ccc(Cl)cc3)C2=O)c1 | -1.2 | -3 | 1 | 3 | 1 | -1 | -1 | i | -15
Fc1ccc(-c2nnc(NC3=NCCCCC3)o2)cc1 | 0.2 | -3 | -10 | 6 | -4 | 3 | -9 | i | -6
CCOCC(=O)Nc1cc([N+](=O)[O-])ccc1OC | 0.8 | 0 | 3 | -4 | 0 | 4 | -11 | i | -3
CCN1CCN(c2cc(C)c3cc(NC(=O)c4ccc5c(c4)OCO5)ccc3n2)CC1 | 0.6 | 2 | -2 | 0 | -4 | -1 | -4 | i | -1
Cc1ccc(S(=O)(=O)N(C)C[C@@H]2OCCCC[C@@H](C)Oc3ccc(NS(=O)(=O)c4c(C)noc4C)cc3C(=O)N([C@H](C)CO)C[C@@H]2C)cc1 | 0.7 | 9 | 10 | -18 | 4 | -27 | -7 | i | 1
CC1C(=O)N(Cc2cn(Cc3ccco3)nn2)CCS(=O)(=O)N1Cc1ccc(-c2cccnc2)cc1 (configuration not stated) | 0.4 | -1 | -2 | -40 | 1 | -5 | -13 | i | -2
O=C(c1ccccc1O)N1N=C(C(F)(F)F)CC1(O)c1ccc([N+](=O)[O-])cc1 (configuration not stated) | 2.1 | 30 | 29 | 7 | -2 | 2 | 2 | i | -3
CC(=O)c1sc(NC(C)c2ccccc2)nc1C (configuration not stated) | 2.1 | -3 | 8 | 5 | -3 | -1 | -4 | i | -3
COc1ccc(NC2=C(C(C)=O)C(c3ccccc3)C(C(C)=O)C(C)(O)C2)cc1 (configuration not stated) | -0.1 | 11 | 2 | -3 | 2 | 0 | -6 | i | -1
O=C(Nc1cc(Cl)ccc1N1CCOCC1)c1cccnc1 | 0.2 | -3 | 8 | 10 | -3 | -5 | 5 | i | -1
COc1ccc(OC)c2c1sc(=NC(=O)C1COc3ccccc3O1)n2C (configuration not stated) | 0.0 | 3 | 1 | -9 | 0 | 0 | -2 | i | 2
O=C(CSc1nc2c(cnn2-c2ccc(F)cc2)c(=O)[nH]1)N1CCOCC1 | 0.3 | -9 | 7 | 1 | 2 | 4 | -8 | i | -10
CC(=O)N(CCc1ccccc1C)Cc1cc2cc3c(cc2[nH]c1=O)OCO3 | 1.1 | 3 | 9 | 14 | -2 | 1 | -1 | i | -2

Source: PubChem BioAssay (several laboratories)
